HEK cytotox: HEK 293 cell cytotoxicity | HEK 293 viability, ATP luminescence (CellTiter-Glo), 48-72 h | Potency, µM (series often up to 115 µM), for inactives: top-dose activity change, negative = cytotoxicity, actives largely listed as inhibitors | 94,000 tested, 6.6% active; also: potency is read from the fitted curve at half-maximal effect; nearly all actives have a fitted effect of over 60% in size
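HEK 293 cells at 250 cells/well were exposed to compounds by pintool transfer for 48 or 72 hr at 37 degree Celsius, 5% CO2. Viability was read as ATP-coupled luminescence with CellTiter-Glo after 10 min at room temperature.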
3T3 cytotox: NIH 3T3 cell cytotoxicity; AID 1345082; 94,000 tested, 4.3% active; NIH 3T3 viability, CellTiter-Glo ATP luminescence, 48-72 h; Potency, µM (series often up to 96.7 µM), for the others: at the top dose activity change, negative = cytotoxicity, usual class: inhibitors; also: potency is read from the fitted curve at half-maximal effect; nearly all actives have a fitted effect of over 55% in size
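ATP-dependent luminescence (CellTiter-Glo) served as the viability signal for NIH 3T3 cells treated with compound for 48 or 72 hr at 37 °C.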
IP6K1 inh: IP6K1 kinase inhibition; IP6K1 kinase, ADP-Glo luminescence, 2 h; stronger effect = lower value; activity change, % (series mostly up to about 58 µM); 140,000 tested, 0.81% active; in the data active = activity change below about -25%
Target sequence (Q92551 whole entry, looked up): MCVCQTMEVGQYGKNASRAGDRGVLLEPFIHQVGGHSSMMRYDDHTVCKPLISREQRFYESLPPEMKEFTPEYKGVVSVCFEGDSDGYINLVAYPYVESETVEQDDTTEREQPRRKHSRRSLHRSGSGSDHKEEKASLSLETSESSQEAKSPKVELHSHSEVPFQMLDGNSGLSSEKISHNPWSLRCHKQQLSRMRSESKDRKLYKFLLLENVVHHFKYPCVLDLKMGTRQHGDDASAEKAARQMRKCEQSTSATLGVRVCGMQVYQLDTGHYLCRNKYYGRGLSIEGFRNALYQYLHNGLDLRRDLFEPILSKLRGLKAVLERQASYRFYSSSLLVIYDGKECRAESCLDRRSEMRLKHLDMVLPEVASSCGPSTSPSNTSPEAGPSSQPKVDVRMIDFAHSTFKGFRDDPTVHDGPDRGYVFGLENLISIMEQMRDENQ
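ADP-Glo luminescence measures ADP made by human IP6K1 during a 2 h RT reaction with ATP/IP6 (mix at 1.3 mM/130 uM); top library doses 57.5 and 19.1 uM final.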
GPT2 inh: blocks human glutamate pyruvate transaminase 2; Q8TD30; Recombinant GPT2, coupled pyruvate oxidase/HRP Amplex Red fluorescence; Potency, µM (highest dose often 57.7 µM), for the others: top-dose activity change, negative = inhibition, most hits filed as inhibitors; 100,000 tested, 0.25% active; also: potency is read from the fitted curve at half-maximal effect; nearly all actives have a fitted effect of over 60% in size; many of its hits are not listed in these tables
Target sequence (Q8TD30 whole entry, looked up): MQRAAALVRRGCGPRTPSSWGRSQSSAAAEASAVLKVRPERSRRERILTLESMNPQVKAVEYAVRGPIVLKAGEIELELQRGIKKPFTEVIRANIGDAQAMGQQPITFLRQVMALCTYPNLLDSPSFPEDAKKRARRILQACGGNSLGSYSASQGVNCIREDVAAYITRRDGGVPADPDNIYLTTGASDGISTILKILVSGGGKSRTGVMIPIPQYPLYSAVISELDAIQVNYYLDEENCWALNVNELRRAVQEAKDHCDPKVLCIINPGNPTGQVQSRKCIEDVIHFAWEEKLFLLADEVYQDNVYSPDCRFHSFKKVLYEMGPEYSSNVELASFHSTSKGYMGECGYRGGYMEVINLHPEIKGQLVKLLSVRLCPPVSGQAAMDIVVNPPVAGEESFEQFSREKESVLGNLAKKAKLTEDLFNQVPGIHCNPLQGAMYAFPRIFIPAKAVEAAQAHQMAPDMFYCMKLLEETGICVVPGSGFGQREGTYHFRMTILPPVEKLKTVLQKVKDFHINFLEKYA
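Inhibition is scored from Amplex Red fluorescence generated when pyruvate oxidase and HRP act on pyruvate released by GPT2. Reactions contain 10ng/uL enzyme, 250uM a-KG and 2mM L-alanine and run 30 min at room temperature.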
Luciferase inh: blocks purified firefly luciferase enzyme activity. purified P. pyralis luciferase, luminescence, biochemical. Potency, µM (top dose mostly 115 µM), for the others: at the top dose activity change, negative = inhibition, actives largely listed as inhibitors. P08659. 76,000 tested, 2.5% active; also: potency is read from the fitted curve at half-maximal effect; nearly all actives have a fitted effect of over 65% in size
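Luminescence read by CCD imaging after purified firefly luciferase (10nM final) was added to substrate buffer holding 10uM D-luciferin and 10uM ATP, pH 7.5, pre-dosed with compound.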
SNCA expr inhib: SNCA gene expression inhibition | HEK-293 SNCA-luciferase knock-in, luminescence, 24 h | Potency, µM (doses to about 57.2 µM), inactives show at the top dose activity change, negative = inhibition, usual class: inhibitors | 140,000 tested, 0.17% active | AID 1671194;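 also: potency is read from the fitted curve at half-maximal effect; plate controls were DMSO cells for no effect and cell-free wells for full effect; nearly all actives have a fitted effect of over 45% in size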
HEK293 viab: counter-screen for SNCA expression inhibitors: cell viability; HEK-293-SNCA-luc viability, GF-AFC fluorescence, 24 h; Potency, µM (series often up to 57.1 µM), for inactives: at the highest dose activity change, negative = cytotoxicity, actives largely listed as cytotoxic; 150,000 tested, 0.12% active;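 also: potency is read from the fitted curve at half-maximal effect; 0% = DMSO-treated cells and -100% = medium-only wells without cells; nearly all actives have a fitted effect of over 30% in size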
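HEK-293-SNCA-luc cells (1500/well) plated 24 h, then exposed 24 h to a dilution series; GF-AFC added 30 min at 37C, fluorescence 405/540 nm; normalised to medium-only and DMSO wells, Hill fit.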
Active calls of the source: *; i = inactive; ? = inconclusive; · = no result given; & = joins results of further samples; [ ] = another dose, or the depositor's remark. Unless noted, calls follow the shape of the dose curve; as a rule, active = well fitted curve in the direction sought with a large enough effect; inconclusive = small, poorly fitted or top-dose-only effect, or another doubt; inactive = no such curve, though single readings can be large; an effect the other way counts as inactive or inconclusive. Unless noted, % is scaled to controls: 0 for no effect and ±100 for the full control effect.

Under each structure: HEK cytotox | 3T3 cytotox | IP6K1 inh | GPT2 inh | Luciferase inh | SNCA expr inhib | HEK293 viab
COc1cc2c(=O)c(C(=O)c3ccc(C)c(C)c3)cn(Cc3ccc(F)cc3)c2cc1OC
→ · | · | -11.1 | · | · | ? | ?
C[C@H](NC(c1cccc(C[P+](=O)O)c1)[C@H](C)O)c1ccc(Cl)c(Cl)c1 (some centres undefined)
→ · | · | 17.8 | i | · | · | ?
CC(C)c1nc2c(c(-c3ccc(O)cc3)n1)CN(C(=O)c1cccc(Cl)c1)CC2
→ ? | ? | -3.4 | i | -8.5% | -20.3% | -3.3%
CC(=O)Oc1c(-c2ccc(NC(=O)c3ccc4c(c3)OCO4)cc2)c(C2CC2)nn1-c1cccc(F)c1
→ -22.5% | ? | -9.0 | -2.6% | -13.7% | -12.4% | -17.2%
COc1ccc(CCNC(=O)CSc2cn(CCNC(=O)c3ccc(OC)c(OC)c3)c3ccccc23)cc1OC
→ · | · | 16.3 | · | · | -15.3% | -7.3%
Cc1c(Cl)cccc1NC(=O)Cn1nnc2sc3c(c2c1=O)CCCC3
→ · | · | -10.4 | · | · | -0.9% | 6.1%
O=C(Nc1n[nH]c(Cc2ccccc2)n1)N1CCN(C(=O)c2ccco2)CC1
→ i | -14.6% | -2.5 | ? | 7.2% | 4.6% | -11.5%
CCCOc1ccc(CNC(=O)[C@H]2CCC[C@H]2NC(=O)c2ccc(OC)cc2)cc1
→ i | i | 9.9 | 4.6% | -2.8% | -13.0% | ?
Cc1ccccc1NC(=O)C1=NO[C@@H]2CN(c3ccccn3)C[C@H]12
→ -22.7%[172 µM] | ? | 5.2 | -7.2%[88.5 µM] | 8.5%[172 µM] | ? | 9.0%[87.6 µM]
Cc1ccc(CNC(=O)Cn2c(=O)ccc3cc(S(=O)(=O)N4CCC(C)CC4)ccc32)cc1
→ · | · | -11.0 | · | · | 0.3% | 4.6%
Cc1ccc(NC(=O)CC2CCCN(c3cn[nH]c(=O)c3)C2)c(C)c1 (centres undefined)
→ -9.6% | -11.6% | 0.4 | -16.5% | -4.1% | 3.2% | 1.4%
COc1ccc(C(=O)N2CCC3(CC2)NC(=O)N(Cc2ccc(Cl)cc2)C3=O)cc1
→ ? | ? | -17.0 | ? | 29.9% | -11.7% | -3.5%
CCc1nc(-c2c3n(c(=O)n(CC(=O)Nc4cc(C)ccc4OC)c2=O)CCCC3)no1
→ 1.0% | 2.5% | 14.4 | i | -1.1% | -22.7% | -9.3%
Cn1cc(CN[C@H]2C[C@H]3C(=O)NC[C@@H](CCC(=O)N4CCCCC4)N3C2)c2ccccc21
→ -14.8% | -8.2% | 15.9 | i | -0.2% | -6.8% | -0.5%
CCOC(=O)C1CCN(C(=O)CC(c2ccc3c(c2)OCO3)c2c[nH]c3ccccc23)CC1 (centres undefined)
→ ? | ? | -10.4 | -34.3% | -14.1% | 13.8% | ?
CCS(=O)(=O)c1ncc(Cl)c(C(=O)N2CCN(c3ccc(OC)cc3)CC2)n1
→ · | · | -2.9 | · | · | ? | 14.1µM*
COc1ccc(CCNC(=O)C2CCN(Cc3nc(-c4ccc(OC)c(OC)c4)oc3C)CC2)cc1OC
→ · | · | -2.0 | · | · | 7.5% | 23.9%
O=C(Cn1ccn(-c2ccc(F)cc2)c(=O)c1=O)Nc1ccccc1C(F)(F)F
→ · | · | -3.1 | · | · | 21.1% | -6.7%
Cc1ccc(OCC(=O)N(c2ccc(C)cc2)S(=O)(=O)c2ccc(Cl)cc2)cc1
→ · | · | 32.5 | · | · | -14.7% | -9.7%
COCCOC(=O)N1CCC(Oc2cnc3c(ccn3-c3cncnc3)c2)CC1
→ ? | ? | 4.3 | 0.7%[88.5 µM] | 0.8%[172 µM] | 8.6%[87.6 µM] | -9.2%[87.6 µM]
Cc1ccc2oc(=O)n(CCNC(=O)Nc3ccccc3Cl)c2c1
→ · | · | 6.3 | · | · | -2.0% | 11.8%
CC(C)COc1ccc(C(=O)Nc2onc3c2CCCC3)cc1
→ · | · | 28.7 | · | · | -94.3% | -5.0%
COC(=O)CS(=O)(=O)c1nc2ccccc2nc1N1CCCCC1
→ · | · | -10.1 | · | · | -28.9% | -18.0%
Cc1ccc(CN2CCn3c(nnc3[C@@H]3C[C@@H](O)CN3C)C2)s1
→ -2.0% | -2.5% | -3.1 | -10.2% | -0.5% | -26.8% | -4.4%[12.5 µM]
COc1ccc2c(c1)CC(C(=O)NCCCN1CCN(c3cccc(Cl)c3)CC1)CO2 (centres undefined)
→ · | · | -2.7 | · | · | -27.8% | 12.8%
O=C(NC1CCCCC1)c1nn(CC2CC2)c2c1CNCC2
→ 0.8% | -12.5% | 2.1 | i | · | -11.5% | 9.6%
COc1ccc(Nc2ccnc(N3CCN(C(=O)c4ccc(C(F)(F)F)cc4)CC3)n2)cc1
→ 35.5µM* | ? | 6.2 | 0.4% | · | 2.7% | -15.7%
O=C(NCc1ccc2c(c1)OCO2)c1nc(-c2ccc(F)cc2)c2ccccn12
→ ? | -28.2% | 19.3 | -2.5% | -14.4% | -9.9% | 2.1%
CC(C)[C@@H]1CN(C(=O)c2nc3ccccc3[nH]c2=O)C[C@H]1NS(C)(=O)=O
→ -3.2% | i | 6.0 | 1.2% | -6.6% | -16.6% | 2.5%
Cc1ccc(-c2noc([C@@H]3C[C@H](NC(=O)CC(C)(C)C)CN3C)n2)cc1
→ 89.1µM* | ? | 6.6 | 0.7%[88.5 µM] | 3.8%[172 µM] | -19.5%[87.6 µM] | -13.7%[87.6 µM]
O=C(C[C@@H]1CCNC[C@@H]1Cc1cc(CSc2ccccc2)on1)Nc1ccccc1
→ 44.7µM* | 70.8µM* | -2.3 | i | 12.1%[172 µM] | 28.7%[87.6 µM] | -2.5%[87.6 µM]
O=C(NCCSc1c(-c2ccc(Br)cc2)[nH]c2ccccc12)c1ccc(S(=O)(=O)N2CCOCC2)cc1
→ · | · | -11.1 | · | · | -6.8% | 7.5%
Cc1ccc([S+](=O)([O-])N2CC(N3C(=O)c4c(c(C)nn4-c4ccccc4)C3C3CC3)C2)cc1 (centres undefined)
→ -12.8% | -17.6% | 1.8 | · | · | · | ·
Cc1ccc(CNC(=O)CSc2nc3ccccc3nc2Cc2ccc(C)cc2)cc1
→ · | · | 11.1 | · | · | 22.6% | 11.1%
O=C1CCCN1CCCN1C(=O)[C@H]2CN(Cc3ccccc3OC(F)(F)F)C[C@H]2C1=O
→ -17.2% | -25.5% | -6.7 | i | 3.2% | -9.9% | 2.5%
C=CCCC(CN1CCCOCC1)Oc1ccc(Cn2ccnc2)cn1 (centres undefined)
→ 0.8% | i | 5.4 | i | -4.2% | 16.0% | 6.0%
O=S(=O)(Cc1noc([C@@H]2C[C@@H](O)CN2Cc2cc3ccccc3o2)n1)c1ccc(F)cc1
→ ? | -25.9% | 8.2 | i | -4.2% | 0.0% | 4.2%
C=CCNC(=O)CCc1c(CC)nn(-c2ccccc2)c1Oc1ccccc1OC
→ ? | ? | 0.9 | 4.9% | -10.1% | -25.8% | -6.6%
CC(C)CN(CC(C)C)S(=O)(=O)c1ccc(C(=O)Nc2sc3c(c2C(N)=O)CCN(C(C)C)C3)cc1
→ · | · | 6.5 | · | · | ? | ?
COCCN1CCN(C[C@@H]2C=C(C)[C@H](Cc3nnc(COc4ccc(F)cc4)o3)C[C@H]2C(C)C)CC1
→ -32.6% | ? | -3.4 | 3.7% | -11.8% | -10.9% | -1.2%
CCO[C@H]1CN(C(=O)c2ccccc2OC(F)(F)C(F)F)C[C@@H]1O
→ i | -4.4% | 18.2 | ? | -7.9% | -9.6% | 0.4%
O=C(N[C@@H]1CNCC[C@@H]1CO)c1cccnc1
→ 0.7% | i | 34.5 | 2.6% | 12.2% | 28.0% | -3.1%
COc1cc(NC(=O)c2sc3nc4n(c(=O)c3c2C)CCCCC4)cc(OC)c1OC
→ · | · | -15.2 | · | · | 30.6%[activator] | 3.9%
O=C(NC[C@H]1O[C@@H](CO)[C@@H](O)[C@H]1N1CCCC1)c1ccccc1
→ -3.5%[172 µM] | 4.2%[174 µM] | -2.8 | 0.0%[88.5 µM] | 5.0%[172 µM] | 24.5%[87.6 µM] | 1.8%[87.6 µM]
Cc1cc(S(=O)(=O)N[C@H]2[C@H]3CCO[C@H]3[C@@H]2N2CCCCC2)n(C)n1
→ 1.4% | -3.4% | 11.2 | 1.0% | 2.0% | -10.0% | 6.8%
CNC(=O)c1ccc(-c2ccc(OC)nn2)cc1
→ ? | ? | -3.4 | · | · | · | ·
CCNC(=O)N1CC[C@@H](CC(=O)O)[C@@H](CC2=NCCc3ccc(C)cc32)C1
→ -3.0%[172 µM] | -0.4%[174 µM] | 17.6 | 2.5%[88.5 µM] | -4.5%[172 µM] | 20.9%[87.6 µM] | -0.4%[87.6 µM]
COc1ccc(CCNc2ncnc3c2CN(c2ccc(OC)cc2)C(=O)CN3C)cc1
→ -24.6% | ? | -7.6 | -23.7% | -4.4% | -30.8% | 5.3%
O=C(c1cccc(C(F)(F)F)c1)N1CCOCC2(CN(Cc3cc(F)cc(F)c3)C2)C1
→ -71.1%[172 µM] | -84.2%[138 µM] | 15.2 | 0.8%[88.5 µM] | -4.4%[172 µM] | -45.2%[87.6 µM] | -19.1%[87.6 µM]
NC(=O)c1ncn([C@@H]2O[C@H](CO)[C@@H](O)[C@H]2O)c1O
→ · | · | 37.5 | -9.0%&-7.9% | · | -1.1% | 3.1%
Cc1ccccc1NC(=O)N1CCC(CCNC(=O)CCCc2ccccc2)CC1
→ -10.5% | -14.2% | -10.0 | i | ? | 24.8% | 6.6%
Cc1cc(C)c(NC(=O)CSc2nc(-c3ccc(F)cc3)nc3c2Cc2c(CO)cnc(C)c2O3)c(C)c1
→ · | · | 25.7 | · | · | -3.9% | 4.8%
CCN(c1ccccc1)c1ccc2cc(S(=O)(=O)N3CCCC3)ccc2n1
→ · | · | 17.9 | · | · | 10.1% | -3.0%
O=C(CSC1=Nc2ccccc2N=C(c2ccc(F)cc2)C1)Nc1ccc(Cl)cc1
→ · | · | -8.1 | · | · | ? | 0.3%
COc1ccc(OC)c(NC(=O)c2sc3nc4c(cc3c2N)CCCCCC4)c1
→ · | · | -22.5 | · | · | 32.6%[activator] | 1.8%
Cc1cccc(NC(=O)C2CCCN(S(=O)(=O)c3ccc4c(c3)CCCC(=O)N4)C2)c1 (centres undefined)
→ · | · | -0.8 | · | · | -3.5% | -19.9%

Another view of some results above:
canonical_smiles | HEK cytotox | 3T3 cytotox | IP6K1 inh | GPT2 inh | Luciferase inh | SNCA expr inhib | HEK293 viab
O=C(CSC1=Nc2ccccc2N=C(c2ccc(F)cc2)C1)Nc1ccc(Cl)cc1 | · | · | -8.1 | · | · | ? | 0.3%
COc1ccc(OC)c(NC(=O)c2sc3nc4c(cc3c2N)CCCCCC4)c1 | · | · | -22.5 | · | · | 32.6%[activator] | 1.8%
